# sdo1 growth = compounds rescuing growth of sdo1-depleted yeast, bone marrow failure model | S. cerevisiae sdo1-depleted JHY4D growth rescue, OD600 30 h; hits give high values; pdr5 snq2 efflux-pump mutant strain | z-score at 10 µM | actives 0.21% (n = 140,000);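 active means z-score above 3 at both the 24 hr and the 30 hr optical density reads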;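 further: z-score against mean and SD of all compound wells on the same plate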
# Insulin prom inh = TRM-6 insulin promoter activity inhibition; TRM-6 cells (human fetal islet line), insulin promoter-eGFP reporter, imaging; reporter expression induced with tamoxifen; inhibition, % at 2 µM; actives 0.9% (n = 130,000); AID 1273;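 active means inhibition above the mean plus 3 SD, with well images judged a real hit on visual review, cut at about 60% in these data, passing the limit was not always enough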
# sdo1 growth Rescue 24 h = further read-out of sdo1 growth, marked with its call; z-score; S. cerevisiae sdo1-depleted JHY4D growth rescue, OD600; measured here: growth rescue at 24 h;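 0 is the plate mean of compound wells and units are plate SD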
# Starred values were filed as active, the others as inactive; i = inactive; . = no result given.
No.	structure	sdo1 growth	sdo1 growth Rescue 24 h	Insulin prom inh
1	CCOC(=O)N1CCC(NS(=O)(=O)c2ccc3c(c2)OCC(=O)N3)CC1	1.15	0.83	.
2	COc1ccc(C2SCC(=O)N2c2c(C)n(C)n(-c3ccccc3)c2=O)cc1OC (stereo not given)	0.66	0.23	-6.7
3	Cc1cc(=O)oc(C)c1C(=O)NCCc1ccccc1	0.58	0.11	.
4	Cn1c(=O)c2c(nc(N3CCOCC3)n2CC(=O)C23CC4CC(CC(C4)C2)C3)n(C)c1=O	-0.42	0.05	-35.7
5	Cc1ccc(C)c(N2CCN(c3ncnc4c3cnn4-c3ccccc3)CC2)c1	-0.81	-0.99	.
6	COC(=O)COc1ccc(-c2ccc(F)cc2)cc1C=O	.	.	-450.0
7	COCC(=O)Nc1nc2n(n1)C(c1ccc(OC)cc1)CC(c1ccc(OC)cc1)N2 (stereo not given)	0.25	0.28	-41.7
8	COc1ccc(CCn2c(N)c(C(=O)NCc3ccco3)c3nc4ccccc4nc32)cc1OC	-0.39	0.49	.
9	CN(C)CCNC(=S)Nc1ccc(Br)cc1	1.18	0.2	-58.3
10	O=C(Nc1ccccn1)c1ccc(Br)c(S(=O)(=O)N2CCCCC2)c1	1.01	0.37	-34.6
11	O=S(=O)(c1ccc(Cl)nc1)N(Cc1ccccc1)Cc1ccccc1	-0.94	-1.78	.
12	O=C(/C=C/c1ccco1)Nc1cccc(-c2nc3ccccc3[nH]2)c1	-0.33	0.12	65.5
13	CS(=O)(=O)Nc1ccc([N+](=O)[O-])cc1Oc1ccccc1	-0.82	-1.02	27.3
14	CC(Sc1nc2cc(Cl)ccc2s1)C(=O)Nc1cccc(S(=O)(=O)N2CCOCC2)c1 (stereo not given)	-0.64	-0.8	-74.4
15	CCOC(=O)c1c(NC(=O)c2ccoc2C)sc2c1CCC2	-0.23	1.44	i
16	NC(=O)C1(N2CCCCC2)CCN(C(=S)Nc2ccc(F)cc2)CC1	-0.34	-0.99	-6.7
17	COc1ccc2nc(-c3ccccc3)cc(OC)c2c1	-0.54	-0.17	44.8
18	COc1ccc(CCNS(=O)(=O)c2ccc3c(c2)oc(=O)n3C)cc1OC	-0.52	-0.69	.
19	Cc1cc(NC(=O)CCN2C(=O)c3ccccc3C2=O)no1	0.38	0.55	.
20	COc1ccc2c(c1OC)C(=O)N(C(C)C(=O)O)C2=O (stereo not given)	0.91	0.82	.
21	O=C(/C=C/c1ccccc1)NCCC1=CCCCC1	-0.81	-0.97	-2.9
22	O=C(NC1=NCCS1)c1cc(-c2ccc(F)cc2)nc2ccccc12	-1.18	-1.64	-37.5
23	COc1ccc2c(=O)c3c(=O)n(-c4ccccc4)c(-c4ccco4)nc3oc2c1	0.16	1.09	-10.3
24	O=C(CSc1nnc(-c2cccnc2)n1Cc1ccco1)N1c2ccccc2Sc2ccccc21	-0.16	-0.56	-42.9
25	O=C(NCc1ccco1)c1ccc(CNc2c(N3CCCCC3)c(=O)c2=O)cc1	1.64	1.13	12.2
26	Cc1ccccc1N1CCN(C(=O)CN2C(=O)c3ccccc3C2=O)CC1	7.38*	6.94*	0.0
27	O=C(O)c1cnn(-c2ccccc2)c1-c1ccccc1	0.67	0.69	10.7
28	c1ccc(Cn2nnc3c(Nc4ccc5c(c4)OCO5)nc(C4CC4)nc32)cc1	-0.31	1.54	.
29	Cc1cc(C)nc(SCc2nnc(SCc3ccc([N+](=O)[O-])cc3)n2Cc2ccco2)n1	-0.61	-1	-25.0
30	COc1cccc(-c2nc3cc(C)ccc3o2)c1	1.34	1.35	.

# Complete entries, quoted from the list. Screens in order: sdo1 growth, sdo1 growth Rescue 24 h, Insulin prom inh
# `O=C(CSc1nnc(-c2cccnc2)n1Cc1ccco1)N1c2ccccc2Sc2ccccc21` across the screens: -0.16, -0.56, -42.9
# `COc1ccc(CCNS(=O)(=O)c2ccc3c(c2)oc(=O)n3C)cc1OC` across the screens: -0.52, -0.69, .

# (continued)
No.	structure	sdo1 growth	sdo1 growth Rescue 24 h	Insulin prom inh
31	COC(=O)Nc1ccc2c(c1)OCO2	-0.4	-0.69	53.9
32	O=C(COC(=O)CCOc1ccccc1)NCc1ccco1	0.05	0.6	21.2
33	O=C(NC(=S)Nc1nc(-c2ccc(Br)cc2)cs1)c1ccco1	.	.	-7.1
34	CCSc1nc2c(c(=O)n1CC)SC(C)C2 (stereo not given)	-0.27	-0.59	.
35	CC1(C)OC2OC(COC(=O)c3ccccc3)C3OC(C)(C)OC3C2O1 (stereo not given)	-0.05	-0.42	31.0
36	Cc1c(NC(=O)COC(=O)C2(c3ccccc3F)CCCC2)c(=O)n(-c2ccccc2)n1C	.	.	36.4
37	O=C(Nc1ccc2c(c1)OCO2)C1CCN(S(=O)(=O)c2cccc3cccnc23)CC1	0.01	-0.4	.
38	O=C(NCc1ccccc1C(F)(F)F)C12CN(Cc3ccccc3)CC1C(c1ccc([N+](=O)[O-])cc1)=NO2 (stereo not given)	-0.51	-0.57	4.5
39	S=c1[nH]c2ccc(Cl)cc2[nH]1	0.3	0.22	37.5
40	O=C(NCCN1CCOCC1)C(=O)NCc1ccco1	.	.	10.0
41	COc1ccc(C(=O)CSc2nnc(Cn3cnc4ccccc43)o2)cc1	1.56	1.71	.
42	COc1cccc(C(=O)N2CCCC(c3nc(-c4cccs4)no3)C2)c1 (stereo not given)	-1.05	-0.83	30.6
43	Clc1ccc(-n2ncc3c(N4CCCCCC4)ncnc32)cc1	-1.65	-1.28	.
44	CCc1nnc(N2C(=O)c3ccc(Oc4ccc([N+](=O)[O-])cc4)cc3C2=O)s1	0.19	-0.16	.
45	CCn1c(=S)sc2c(=O)n(-c3ccccc3)c(SC)nc21	-1.25	-0.33	42.9
46	CCOC(=O)c1c(C)[nH]c(C(=O)Cn2nnc(-c3ccc(Cl)cc3)n2)c1C	-0.43	2.67	.
47	c1ccc(CN2CCC(=NNc3nc4ccccc4[nH]3)CC2)cc1	.	.	0.0
48	Cc1ccccc1Cn1nc(C)c(NC(=O)c2cc(-c3ccco3)on2)c1C	.	.	0.0
49	COC(=O)COc1ccc(S(=O)(=O)Nc2ccc(C(N)=O)cc2)cc1C	-0.02	-0.24	-3.3
50	CC(C)(C)c1ccc(S(=O)(=O)NCCc2ccncc2)cc1	-0.72	-0.89	-42.9
51	O=C(NCCCn1ccnc1)NC(C(F)(F)F)C(F)(F)F	-0.36	0.12	27.8
52	CCOc1ccc2[nH]c(=O)c(CN(CCO)Cc3nnnn3CCc3ccccc3)cc2c1	0.78	0.98	-35.5
53	CCOc1ccc(NC(=O)NCCCn2c(C)nc3cc(C)c(C)cc32)cc1	0.25	0.21	-1.4
54	COc1cc(CN(C)CC(=O)c2[nH]c(C)c(C(C)=O)c2C)ccc1OC(F)F	0.33	0.59	16.2
55	COc1cccc(CNC(=O)CSCc2cnn(-c3ccccc3)c2-n2cccc2)c1	-0.3	0.05	-20.0
56	Cc1cc(C)n(-c2nc(-c3ccc(Cl)cc3)cs2)n1	-0.14	1.2	.
57	CCCCCc1c(C)nc(N2CCc3ccccc32)[nH]c1=O	0.53	1.84	21.6
58	O=C(Cc1ccc(Cl)cc1)NNc1c(F)c(F)cc(F)c1F	-0.2	-0.81	.
59	COc1ccc2c(c1)C1NC(=S)NC(C)(O2)C1C(=O)Nc1ccc(Cl)cc1 (stereo not given)	-0.01	-0.89	-40.0
60	Cc1ccc(NC2=NCC(=O)N2Cc2ccc3c(c2)OCO3)c(C)c1	-0.29	-0.5	-18.8
61	CCOC(=O)Cn1c(=O)oc2cc(S(=O)(=O)N3CCC(N4CCCCC4)CC3)ccc21	1.24	1.42	.
62	Clc1cccc(Cl)c1NC1=NCCC1	0.37	0.39	25.0
63	CC(=O)N(C(C)=O)c1cccc2c(N(C(C)=O)C(C)=O)cccc12	1.29	1.25	-5.0
64	COc1cc(NC2c3ncccc3C(=O)N2Cc2ccco2)cc(OC)c1 (stereo not given)	0.11	-0.72	.
65	COc1ccc2cc(CCN3C(=O)c4ccccc4C3=O)c(=O)[nH]c2c1	-0.21	-1.33	25.0
66	COCc1c(C(=O)N/N=C/C2CC=CCC2)nnn1-c1nonc1N (stereo not given)	0.78	0.24	.
67	Cn1cc(SCC(=O)N2CCCc3ccccc32)c2ccccc21	-1.33	-0.85	.
68	COc1ccc(C)cc1NC(=O)C1CCN(S(=O)(=O)c2cccc3cccnc23)CC1	-1.17	-1.25	.
69	COCCn1c(SCC#N)nnc1-c1ccccc1O	-0.06	-1.4	.
70	Cc1cccn2cc(CNC(=O)CC3CCCC3)nc12	1.11	1.34	-19.5
71	COc1ccc(S(=O)(=O)NC(CC(=O)N2CCc3ccccc32)c2ccco2)cc1 (stereo not given)	-0.73	-1.09	4.5
72	CC(C)CCn1c(=O)c2ccccc2n2c(CCl)nnc12	.	.	60.0
73	CN(C)c1nc(N)c([N+](=O)[O-])c(NCc2ccccc2)n1	-1.16	-0.76	.
74	C/C=C/Cn1c(SCc2ccccc2)nc2c1c(=O)[nH]c(=O)n2C	-1.2	-0.67	-9.1
75	CCOC(=O)C(Oc1ccc(=O)[nH]n1)C(C)=O (stereo not given)	0.18	-0.39	-54.5
76	CCN(c1ccccc1)S(=O)(=O)c1ccc(Cl)nc1	.	.	27.3
77	C=CCOc1c(Br)cc(/C=N\n2nnnc2N)cc1OC	0.16	0.27	0.0
78	O=CN(/C=C1\Sc2ccccc2C1=O)Cc1ccccc1	-0.03	0.16	-17.1
79	O=C(CSc1nnc(COc2ccccc2)o1)Nc1nccs1	0.45	0.64	10.0
80	CCC(c1nnnn1CCOC)N1CCN(c2cccc(C(F)(F)F)c2)CC1 (stereo not given)	0.77	1.13	28.0
81	CCOc1ccc(-c2nnc3ccc(SCC(=O)Nc4nc5ccc(C)cc5s4)nn23)cc1	-0.06	0.28	.
82	c1ccc(-n2nnnc2SCc2cn3ccccc3n2)cc1	-0.25	-0.54	-90.0
83	CCN(CC)S(=O)(=O)c1cccc(NC(=O)COC(=O)C2COc3ccccc3O2)c1 (stereo not given)	-0.54	-0.72	27.3
84	COc1ccc(C2=NO[C@@H]3C(=O)N(Cc4ccccc4)C(=O)[C@H]23)cc1OC	-0.58	-0.76	13.3
85	CC1(Cc2cn(CCC#N)c3ccccc23)OCCO1	1.62	1.48	.
86	COc1ccc(-c2nc(-c3ccc(NC(=O)c4ccc(Br)o4)cc3)no2)cc1OC	-0.68	1.6	-20.0
87	CC1=C(C(=O)Nc2ccc(C)cc2C)C(c2cccs2)NC(=S)N1 (stereo not given)	0.93	0.59	20.8
88	Cc1ccccc1NC(=O)CNC(=O)c1ccc(C(F)(F)F)cc1	0.75	0.86	0.0
89	CCCCCCCNc1nc(Cl)nc(NCCO)n1	.	.	21.1
90	C=CCNc1oc(COc2ccc(C)cc2)nc1C#N	1.05	1.55	.

# Arranged by SMILES length (smallest number first): 6 of the compounds above
No.	structure	sdo1 growth	sdo1 growth Rescue 24 h	Insulin prom inh
72	CC(C)CCn1c(=O)c2ccccc2n2c(CCl)nnc12	.	.	60.0
67	Cn1cc(SCC(=O)N2CCCc3ccccc32)c2ccccc21	-1.33	-0.85	.
64	COc1cc(NC2c3ncccc3C(=O)N2Cc2ccco2)cc(OC)c1 (stereo not given)	0.11	-0.72	.
74	C/C=C/Cn1c(SCc2ccccc2)nc2c1c(=O)[nH]c(=O)n2C	-1.2	-0.67	-9.1
65	COc1ccc2cc(CCN3C(=O)c4ccccc4C3=O)c(=O)[nH]c2c1	-0.21	-1.33	25.0
83	CCN(CC)S(=O)(=O)c1cccc(NC(=O)COC(=O)C2COc3ccccc3O2)c1 (stereo not given)	-0.54	-0.72	27.3

# Following part.
No.	structure	sdo1 growth	sdo1 growth Rescue 24 h	Insulin prom inh
91	Cc1csc(SCC(=O)Nc2c(C)n(C)n(-c3ccccc3)c2=O)n1	1.68	1.48	61.5
92	O=C(CSc1nnnn1-c1ccc(F)cc1)c1ccc(O)c(O)c1	.	.	-400.0
93	CC(C)(O)C#Cc1ccccc1C(=O)NC(CC(N)=O)C(=O)O (stereo not given)	-0.03	-0.22	-28.6
94	CN1C(=C2C(=O)OC(C)(C)OC2=O)Sc2ccccc21	0.8	0.69	18.2
95	Cc1nc(NC(=O)c2cc3c(s2)CCCCC3)sc1C(=O)N(C)C	-0.45	-0.47	-369.0
96	CC(=O)c1ccc(NC(=O)CN2C(=O)CCC2=O)cc1	.	.	7.1
97	Cc1nn(-c2ccccc2)c(C)c1/C=N/NC(=O)CSc1nc2ccccc2c(=O)n1-c1ccc(Br)cc1	-0.68	0.08	.
98	O=C(CO/N=C/c1ccc(OC(F)F)cc1)N1CCc2ccccc21	-0.67	0.43	33.3
99	N#Cc1ccccc1NC(=O)COC(=O)c1ccc(S(=O)(=O)N2CCCC2)cc1	-0.49	-0.56	-3.9
100	CSCCC(NS(=O)(=O)c1ccccc1F)C(=O)OCc1ccccc1Cl (stereo not given)	0.13	0.63	-35.9
101	CCN(CC)CCNC1=CC(=O)OC12CCCCC2	1.21	-0.1	40.0
102	CCOc1ccc2nc(SCC(=O)N3c4ccccc4Sc4ccccc43)sc2c1	-0.13	-0.16	36.5
103	O=C1NCC(COc2ccc(Cl)cc2)O1 (stereo not given)	.	.	0.0
104	COc1ccc(CCNC(=O)CCN2C(=O)c3ccccc3C2=O)cc1OC	.	.	10.5
105	CCOC(=O)N1CCN(Cc2nc(-c3ccc(C)cc3)no2)CC1	-0.75	-0.96	-10.3
106	CCC1C(=O)Nc2nc(-c3ccccc3)c(-c3ccccc3)n2N=C1C (stereo not given)	-1.9	-1.67	-62.5
107	CC1Cc2ccccc2N1CC(=O)NCc1ccc2c(c1)OCO2 (stereo not given)	-0.44	-1.31	.

# Screens: PubChem BioAssay, several laboratories
